# APP 5'UTR act: APP 5'UTR luciferase reporter activation | SH-SY5Y APP 5'UTR luciferase reporter, luminescence; zero percent = DMSO vehicle wells | activation, % at 2 µM | 1% of 190,000 active | AID 1276;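 active = activation above a set limit, based on mean plus 3 SD of controls, cut at about 140% in these data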; also: values of inactives mirror those of a sister screen read the other way
# STAT3 blocker: inhibitors of IL-6 induced STAT3 signaling; 0.89% of 190,000 active; U3A cells, IL-6 STAT3-luciferase reporter, luminescence; host cell line lacks STAT1; inhibition, % at 5.5 µM; AID 862;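 active = inhibition above the mean inhibition across all screened compounds plus 3 SD, cut at about 44% in these data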;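 also: 0% = DMSO only wells and 100% = 100 µM nifuroxazide control wells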
# DTT redox prof: compounds producing H2O2 with reducing agent – biochemical, NIH compound library profiling, artefact control for MLSCN library redox annotation, primary screen; DTT-dependent redox cycling H2O2, phenol red/HRP absorbance; 100% = 100 µM peroxide control, 0% = buffer; activation, % at 10 µM; 0.03% of 200,000 active;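 active = activation of at least 50% relative to the plate's high and low controls in the primary single-dose screen; inactive = activation below 50%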;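 also: compound incubated with DTT at 0.8 mM final as the reducing agent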
# Hsp70 activator: transcriptional activators of Hsp70 | HeLa Hsp70 promoter luciferase reporter, luminescence; scaled: vehicle 0, proteasome-inhibitor control 100% | 0.04% of 200,000 active | activation, % at 10 µM;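 active = activation above the mean across all tested compounds plus 3 SD, cutoff set per campaign, cut at about 5.5% in these data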;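 also: 100% = MG132 at 30 µM as the positive control and 0% = DMSO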
# NF-kB neuron act: raises NF-kB expression in human neuronal cells. NF-kB reporter expression; stronger effect = higher value. fold change at 12.5 µM. 1.6% of 190,000 active; in the data active = fold change above about 3.3
# TLR4 MyD88 comp: inhibitors of human TLR4-MyD88 binding | O00206+Q99836 | HeLa CL3-4 TLR4/MyD88 BLA complementation, FRET ratio | inhibition, % at 8.4 µM | 0.18% of 200,000 active | AID 861; in the data active = inhibition above about 25%;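 also: 0% = vehicle and 100% = reference inhibitor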
# Target sequence (O00206 whole entry, looked up): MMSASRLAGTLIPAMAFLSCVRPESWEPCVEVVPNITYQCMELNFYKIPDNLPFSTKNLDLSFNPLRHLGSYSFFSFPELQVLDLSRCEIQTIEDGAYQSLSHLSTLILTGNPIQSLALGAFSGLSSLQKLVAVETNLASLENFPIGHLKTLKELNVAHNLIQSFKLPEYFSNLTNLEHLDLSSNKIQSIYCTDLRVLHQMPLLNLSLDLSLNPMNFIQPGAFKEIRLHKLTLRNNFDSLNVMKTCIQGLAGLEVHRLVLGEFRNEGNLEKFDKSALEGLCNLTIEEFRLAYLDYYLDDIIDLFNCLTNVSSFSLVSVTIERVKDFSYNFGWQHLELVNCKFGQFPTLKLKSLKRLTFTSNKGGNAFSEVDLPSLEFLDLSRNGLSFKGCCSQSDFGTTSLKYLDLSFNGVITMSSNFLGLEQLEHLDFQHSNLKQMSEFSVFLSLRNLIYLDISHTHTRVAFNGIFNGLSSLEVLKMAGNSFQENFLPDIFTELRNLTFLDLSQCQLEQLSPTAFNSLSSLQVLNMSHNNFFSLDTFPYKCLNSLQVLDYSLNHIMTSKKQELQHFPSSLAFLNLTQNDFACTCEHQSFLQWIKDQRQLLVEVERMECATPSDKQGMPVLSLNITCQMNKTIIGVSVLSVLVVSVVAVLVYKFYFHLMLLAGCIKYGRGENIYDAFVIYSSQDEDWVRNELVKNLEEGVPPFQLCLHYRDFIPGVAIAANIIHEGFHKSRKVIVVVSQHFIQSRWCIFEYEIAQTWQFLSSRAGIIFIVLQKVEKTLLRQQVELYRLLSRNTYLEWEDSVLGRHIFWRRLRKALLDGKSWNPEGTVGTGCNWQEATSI
# Target sequence (Q99836 whole entry, looked up): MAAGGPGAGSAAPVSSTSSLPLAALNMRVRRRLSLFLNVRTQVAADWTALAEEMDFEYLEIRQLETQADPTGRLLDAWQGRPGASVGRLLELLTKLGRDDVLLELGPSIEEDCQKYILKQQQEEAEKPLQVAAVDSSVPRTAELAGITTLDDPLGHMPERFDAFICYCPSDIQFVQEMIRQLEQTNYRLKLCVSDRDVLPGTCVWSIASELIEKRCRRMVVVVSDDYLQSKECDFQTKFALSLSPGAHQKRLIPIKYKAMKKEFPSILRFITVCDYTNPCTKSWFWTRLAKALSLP
# STAT1 activator: activators of IFN-gamma induced STAT1 signaling | 2.6% of 200,000 active | activation (% of control), % at 5.5 µM | NIH 3T3 STAT1-luciferase reporter, luminescence; 100% = IFN-gamma alone, no compound;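 active = activation above the screen-wide mean activation plus 3 SD, cut at about 130% in these data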;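 also: raw ratio to IFN-gamma control signal so 100% means no change and 0% no light; values of inactives mirror those of a sister screen read the other way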
# STAT3 activator: STAT3 signaling activation; activation (% of control), % at 5.6 µM; U3A cells, IL-6 STAT3-luciferase reporter, luminescence; 100% = signal with IL-6 EC80 alone; 0.91% of 190,000 active;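 active = activation above the screen-wide mean of compound activation plus 3 SD, cut at about 130% in these data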;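 also: 0% = background luminescence of wells with medium and substrate only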
#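 System – human U3A cells carrying STAT3-luciferase construct · Probe or stimulus – Interleukin-6, 33 ng/mL · Schedule – compound 1 h, then IL-6 6 h at 37 °C · Signal – luminescence from STAT3-driven luciferase reporter · Evaluation – percent of IL-6-only median luminescence · Benchmarks – IL-6-only high control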
# STAT1 inh: reduces IFN-gamma driven STAT1 reporter signal; 0.35% of 200,000 active; AID 920; NIH 3T3 STAT1-luciferase reporter, luminescence; inhibition, % at 5.5 µM;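 active = inhibition above a set limit, the mean inhibition across all tested compounds plus 3 SD, cut at about 34% in these data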;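 also: 0% = IFN-gamma with DMSO and 100% = IFN-gamma with 300 µM nifuroxazide; values of inactives mirror those of a sister screen read the other way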
# Efa HMGR inh: blocks class II HMG-CoA reductase of Enterococcus faecalis; purified E. faecalis HMGR, NADPH absorbance 340 nm kinetic; inhibition, % at 10 µM; 0.41% of 190,000 active; AID 1066;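 active = inhibition above a set limit, the median over all tested compounds plus 3 SD, cut at about 9.5% in these data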;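 also: enzyme runs in reverse so mevalonate oxidation gives rising NADPH absorbance; 0% = complete reaction with DMSO and 100% = background rate lacking mevalonate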
# Numbers without * were called inactive; nt = not tested or not shown.
SMILES,APP 5'UTR act,STAT3 blocker,DTT redox prof,Hsp70 activator,NF-kB neuron act,TLR4 MyD88 comp,STAT1 activator,STAT3 activator,STAT1 inh,Efa HMGR inh
COc1cccc(/C(C)=N/Nc2ncc(Cl)cc2Cl)c1,24.9,-2.2,0.0,-0.2,1.88,2.4,126.0,105.0,-28.7,-0.7
CCN(CC(=O)NC(C)C)C(=O)C(CCSC)NC(=O)c1cccc(C)c1 (configuration not stated),-2.1,-4.5,0.2,0.3,0.92,8.2,103.8,101.2,-4.2,-3.3
S=C(NC12CC3CC(CC(C3)C1)C2)N1CCCC1,12.2,-1.0,-0.7,0.1,0.99,-8.9,101.5,98.8,-1.7,-3.1
COc1ccc(S(=O)(=O)Cc2ccc(C(=O)N3CCN(c4ccc(Cl)cc4)CC3)o2)cc1,3.5,23.6,-0.7,-0.1,0.59,-6.2,92.3,87.0,8.5,-5.1
CCCn1nnc(NC(=O)c2ccc(-c3cccc(Cl)c3)o2)n1,33.3,13.5,-0.1,0.3,1.41,10.7,107.8,90.5,-8.8,3.8
CCO[C@@H]1OC(C(=O)N2CCOCC2)=C[C@H](c2ccc(C(F)(F)F)cc2)[C@H]1CCCO,-9.3,nt,-0.1,0.1,1.04,3.0,102.3,nt,-0.9,-3.1
COc1ccc(CN2c3cc(S(=O)(=O)N4CCOCC4)ccc3N3CCCC32)cc1 (configuration not stated),-7.2,10.4,0.1,-0.5,1.05,-11.2,104.7,96.9,-5.1,0.9
CC(C)(C)NS(=O)(=O)c1ccc(CCC(=O)Nc2ccc3c(c2)OCO3)cc1,5.8,-7.6,0.4,-0.2,1.08,-11.9,100.3,107.6,-0.3,-2.5
O=C(NC1CC1)c1ccc(CN(c2ccccc2)S(=O)(=O)c2ccccc2)cc1,12.1,5.6,-0.2,-0.3,0.68,-23.5,96.9,103.4,3.6,-2.2
Cc1cccc(C)c1NC(=O)NC1CC2CCC(C1)N2Cc1cccs1 (configuration not stated),6.0,11.2,-2.1,-0.4,0.68,6.5,98.2,95.5,2.0,1.4
CC(=O)c1ccc(-c2nc3c4ccccc4ccn3c2C(C)=O)o1,-1.3,17.7,-0.5,-0.2,1.16,-2.4,100.1,89.4,-0.1,5.2
COc1ccc(NC2(c3ccccc3)OC(=O)c3ccccc32)cc1 (configuration not stated),31.2,2.0,0.1,0.0,1.11,1.0,97.7,99.7,1.3,3.9
CCSc1nc2ccccc2c(=O)n1C1CCOC(C)(C)C1 (configuration not stated),1.5,3.2,-0.4,-0.3,1.07,3.9,102.0,99.2,-2.6,-4.9
CCCOc1ccccc1C1CC(=O)NC2=C1C(=O)CCC2 (configuration not stated),-21.4,13.8,0.0,1.1,1.08,3.5,118.0,92.8,-19.7,0.0
COc1ccc(CNC(=O)c2cnn3c(C(F)F)cc(C)nc23)cc1,5.9,-3.5,1.0,-0.4,1,1.6,95.9,104.1,4.1,-4.8
CCOC(=O)CSc1nc2sc3c(c2c(=O)[nH]1)CC(C)(C)OC3,-12.2,2.9,1.4,-0.3,0.91,0.7,108.9,100.8,-9.8,-3.3
Cc1nc(CC(=O)N2CCN(c3cccc(C)c3C)CC2)cs1,-1.9,1.9,-0.1,0.0,0.95,3.4,96.0,99.0,4.4,-3.5
COc1cccc(C(=O)Nc2nc(-c3ccncc3)cs2)c1,-3.1,28.5,-2.0,-0.1,1.15,-8.6,83.4,78.1,16.9,-3.0
CCC(CC)C(=O)Nc1cc(C(=O)OC)ccc1C(=O)OC,-4.3,5.6,0.0,1.2,1.36,-7.5,96.5,97.5,3.9,1.1
Cc1cccc(N2CCN(c3nc4nonc4nc3N3CCSCC3)CC2)n1,11.2,-0.1,-0.4,0.2,1.42,-1.1,94.6,102.0,4.2,3.6

# As a short view, 7 of the compounds above:
SMILES,APP 5'UTR act,STAT3 blocker,DTT redox prof,Hsp70 activator,NF-kB neuron act,TLR4 MyD88 comp,STAT1 activator,STAT3 activator,STAT1 inh,Efa HMGR inh
COc1cccc(/C(C)=N/Nc2ncc(Cl)cc2Cl)c1,24.9,-2.2,0.0,-0.2,1.88,2.4,126.0,105.0,-28.7,-0.7
CCN(CC(=O)NC(C)C)C(=O)C(CCSC)NC(=O)c1cccc(C)c1 (configuration not stated),-2.1,-4.5,0.2,0.3,0.92,8.2,103.8,101.2,-4.2,-3.3
S=C(NC12CC3CC(CC(C3)C1)C2)N1CCCC1,12.2,-1.0,-0.7,0.1,0.99,-8.9,101.5,98.8,-1.7,-3.1
COc1ccc(S(=O)(=O)Cc2ccc(C(=O)N3CCN(c4ccc(Cl)cc4)CC3)o2)cc1,3.5,23.6,-0.7,-0.1,0.59,-6.2,92.3,87.0,8.5,-5.1
CCCn1nnc(NC(=O)c2ccc(-c3cccc(Cl)c3)o2)n1,33.3,13.5,-0.1,0.3,1.41,10.7,107.8,90.5,-8.8,3.8
CCO[C@@H]1OC(C(=O)N2CCOCC2)=C[C@H](c2ccc(C(F)(F)F)cc2)[C@H]1CCCO,-9.3,nt,-0.1,0.1,1.04,3.0,102.3,nt,-0.9,-3.1
COc1ccc(CN2c3cc(S(=O)(=O)N4CCOCC4)ccc3N3CCCC32)cc1 (configuration not stated),-7.2,10.4,0.1,-0.5,1.05,-11.2,104.7,96.9,-5.1,0.9

# New compounds follow
SMILES,APP 5'UTR act,STAT3 blocker,DTT redox prof,Hsp70 activator,NF-kB neuron act,TLR4 MyD88 comp,STAT1 activator,STAT3 activator,STAT1 inh,Efa HMGR inh
O=C1C(Nc2ccc(O)cc2)=C/C(=N/S(=O)(=O)c2cccs2)c2ccccc21,-53.7,86.3*,-0.3,-0.4,0.14,-21.6,15.4,26.4,89.9*,0.6
C=CCn1c(NCc2ccc3c(c2)OCO3)nc2ccccc21,25.8,-8.2,2.0,-0.1,1.45,-14.4,117.0,109.9,-18.6,-8.7
O=C(Cn1ncc2c(=O)oc3ccccc3c21)NCC1CCCO1 (configuration not stated),4.2,5.5,0.1,-0.3,0.97,-14.2,101.2,99.8,-1.3,-1.9
N#Cc1cnn2c(-c3ccccc3)ccnc12,-18.1,18.6,0.0,0.2,1.14,-1.4,111.7,84.5,-14.5,-1.8
O=C(Oc1c(Cl)cc(Cl)c2cccnc12)c1cccs1,1.3,-5.1,0.1,-0.1,1,0.1,103.7,106.1,-3.9,1.5
Cc1cc(NC(=O)C2CCCN(S(=O)(=O)c3c(C)noc3C)C2)no1 (configuration not stated),-14.7,14.8,-1.6,0.2,0.93,-5.2,96.2,94.6,4.2,-3.0
COc1ccc(N(C(C)=O)S(=O)(=O)c2cccc3cccnc23)cc1,1.0,4.9,-0.3,0.4,0.97,-11.0,89.7,94.0,11.6,2.5
CCOC(=O)C1CCCN(c2nc3ccccc3nc2C(C#N)C(=O)OCCOC)C1 (configuration not stated),-12.2,8.4,-0.5,-0.3,0.91,12.3,99.8,96.5,-1.5,-1.0
Cc1ccc(NC(=O)CSC2=C(C#N)C(c3ccco3)C3=C(CC(C)(C)CC3=O)N2)cc1 (configuration not stated),20.4,5.5,-0.8,-0.2,0.8,12.4,100.0,97.1,0.1,1.8
COc1ccc(CN2CCN(Cc3cccn3-c3ncccn3)CC2CCO)c(C)c1C (configuration not stated),-3.0,11.4,-1.2,-0.2,1.25,-3.2,109.8,93.7,-12.5,1.6
CCCn1c(/N=C/c2c[nH]c3ccccc23)nc2ccccc21,-12.3,10.7,-3.1,0.1,1.4,-9.8,104.0,94.5,-4.4,-5.3
CC(C)Cc1cc(C(=O)N2CCCC(CCC(=O)N(C)CCc3ccccn3)C2)no1 (configuration not stated),-4.1,7.6,0.0,-0.2,1.04,-13.9,91.4,95.5,7.5,1.6
O=C(NCC1OCCc2ccccc21)c1ccc(NC(=O)c2ccc(Cl)cc2)cc1 (configuration not stated),-2.7,33.8,1.3,-0.5,0.92,-5.7,112.6,73.4,-14.1,-5.1
COc1ccccc1OCCCCOc1ccccc1F,24.2,7.9,-3.6,0.1,1.28,-6.4,122.6,97.6,-25.3,-0.2
Cc1cc(C)cc(NC(=O)CCc2nc3ccccc3[nH]2)c1,-18.6,17.5,-1.6,0.0,1.01,0.2,94.0,91.9,-2.8,4.8
CCCCC(NS(=O)(=O)c1ccc(OC)cc1)C(=O)O (configuration not stated),-1.6,1.0,-1.7,0.2,1.23,-4.2,103.0,102.8,-1.7,-5.6
O=C(CSc1nc2ccccc2c(=O)n1-c1ccc(OC(F)F)cc1)NCc1cccs1,-4.9,-7.1,1.9,-0.5,1.06,4.2,98.2,109.1,2.0,-1.3
COc1ccc(NC(=O)C2=Cc3ccccc3OC2)cc1,157.3*,58.0*,-1.6,-0.3,9.52*,-0.5,80.7,53.9,20.0,0.7
Cc1c(C2Nc3ccccc3NC3=C2C(=O)CC(C)(C)C3)cnn1C (configuration not stated),12.8,-1.6,0.5,-0.1,1.04,7.5,99.2,104.0,0.9,-2.5
CC(C)=CCN1CCN(Cc2cnc(C)s2)CC1CCO (configuration not stated),1.4,5.4,-1.1,-0.2,1.06,-0.4,101.5,99.2,-3.1,-0.7
CCN1C(=C(C#N)C#N)C=Cc2cc(C)ccc21,10.9,16.8,0.2,0.0,1.28,-3.4,109.7,94.9,-11.4,-7.7
CC1=C(C(=O)N2CCOCC2)C(c2ccccc2F)C2=C(CCCC2=O)N1 (configuration not stated),14.3,9.9,0.4,-0.2,1.05,12.1,98.4,94.8,1.7,-1.6
Cc1ccc(OCC(=O)c2cc(C)n(C)c2C)c([N+](=O)[O-])n1,13.9,-2.3,0.4,-0.2,0.35,1.4,103.7,101.9,-4.2,0.9
CCOC(=O)N1CCN(C(=S)Nc2ccccc2C)CC1,4.3,-6.6,-0.4,-0.3,1.21,7.4,101.8,104.5,-2.0,-3.1
CCOC(=O)c1sc(NC(=O)CSc2nnnn2-c2ccc(C)cc2)c(C(=O)OCC)c1C,10.6,8.6,-0.2,-0.1,1.23,18.1,97.8,98.9,2.4,-0.2
Cc1ccc(-c2nc(Nc3ccccc3)n[nH]2)cc1,188.1*,6.5,-0.3,0.2,10.1*,-5.5,193.2*,95.5,-101.1,-1.5
N#C/C(=C\c1ccc(N2CCCCC2)o1)C(=O)Nc1cccc(Br)c1,169.5*,-12.2,0.4,-0.3,1.13,5.8,159.6*,110.7,-67.0,-1.6
COCCNC(=O)C1CC(=O)N(C2CCCC2)C1 (configuration not stated),11.5,0.9,-0.6,-0.2,0.99,-20.9,97.7,102.4,2.5,-2.5
O=C(O)c1ccc2c(c1)N(Cc1ccccc1)C(=O)c1ccccc1S2=O (configuration not stated),10.9,11.6,-0.8,-0.2,1.26,-2.8,90.1,89.9,8.0,3.4
O=C(N/N=C/c1cccc([N+](=O)[O-])c1)c1ccc(CN2CCOCC2)cc1,-6.4,9.5,-0.2,-0.5,0.99,-0.6,89.5,92.2,11.8,-0.5
CCCn1c(SCc2nc(N)nc(N3CCCCC3)n2)nc2c1c(=O)n(C)c(=O)n2C,-0.5,12.9,0.2,-0.2,1.05,-7.9,96.7,92.2,2.3,1.0
C=CCn1cc(C(=O)NCc2ccc3c(c2)OCO3)c(=O)c2cc(S(=O)(=O)N(CC)CC)ccc21,-3.5,5.6,0.2,-0.1,0.75,-6.2,94.3,98.3,6.3,2.7

# Screens deposited in PubChem by several laboratories.
